SENP1 inh: blocks the human SENP1 SUMO protease catalytic domain; recombinant SENP1 catalytic domain, CyPet-SUMO1-YPet FRET cleavage; Q9P0U3; AID 624204; inhibition, % at 10 µM; actives 0.21% (n = 360,000);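 active = inhibition at least 30% at 10 µM, raw YFP signal under a set limit, fluorescence ratio 0.5 to 1.5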;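 also: 0% = enzyme with DMSO and 100% = no enzyme wells; some results filed as inactive read as strong as hits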
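Assay system: hSENP1 catalytic domain, recombinant. Amount: SENP1 enzyme, 20 pM final. Schedule: 50 min reaction, RT, dark. Technique: FRET, CFP and YFP emission. Control set: no-enzyme wells low, DMSO-plus-enzyme wells high control.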
SENP8 block-1: SENP8 (human) protease inhibition; Q96LD8; recombinant SENP8, Nedd8 substrate fluorescence; inhibition, % at 20 µM; actives 0.64% (n = 360,000); AID 602440; in the data active = inhibition mostly above about 40%, no sharp cut-off; inactive = mostly below about 27%
SENP6 inh: blocks the human protease SENP6 | actives 1.8% (n = 330,000) | inhibition, % at 10 µM | Recombinant SENP6 catalytic domain, aminoluciferin luminescence | Q9GZR1;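 active = inhibition above about 50% at the single tested dose, limit read from the data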;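 also: plate controls were DMSO wells with enzyme for no effect and DMSO wells lacking enzyme for full effect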
Apaf1 inhib: blocks human Apaf-1 apoptosome activity; O14727; reconstituted apoptosome caspase-3 activity, DEVD-Rh110 fluorescence; inhibition, % at 20 µM; actives 0.71% (n = 330,000); active = inhibition of at least 40% at 20 µM;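 also: plate controls were DMSO wells for no effect and DEVD-CHO caspase inhibitor wells for full effect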
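System: reconstituted apoptosome with Apaf-1, cytochrome c, caspase-9, procaspase-3, dATP; Signal: Rh110 fluorescence intensity; Schedule: 30 min compound preincubation, 50 min activation, room temperature; Reagent: cytochrome c trigger plus (Z-DEVD)2-Rh110 caspase-3 substrate.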
PfGluPho inh: PfG6PD (Plasmodium falciparum) enzyme inhibition; PfGluPho enzyme, NADPH resazurin-diaphorase fluorescence; inhibition, % at 20 µM; actives 0.78% (n = 350,000); AID 504690;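 active = inhibition reaching at least a set limit at 20 µM in the primary screen, cut at about 59% in these data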;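 also: 0% = DMSO wells with substrate and 100% = DMSO wells lacking glucose-6-phosphate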
SENP7 inh: blocks the human protease SENP7. Q9BQF6. recombinant SENP7, Z-RLRGG-aminoluciferin luminescence, 40 min. inhibition, % at 5 µM. actives 1.5% (n = 330,000);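 active = inhibition above about 50% at the single test dose, limit read from the data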;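 also: plate controls were DMSO with enzyme for no effect and no enzyme buffer wells for full effect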
HKDC1 inh: HKDC1 (human) hexokinase inhibition | Q2TB90 | recombinant HKDC1, G6PDH/diaphorase resazurin coupled fluorescence | inhibition, % at 20 µM | actives 0.16% (n = 340,000);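 active = inhibition above about 35% when tested at 20 µM, limit read from the data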;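 also: plate controls were DMSO wells with enzyme for no effect and DMSO wells lacking enzyme for full effect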
Target sequence (Q2TB90 whole entry, looked up): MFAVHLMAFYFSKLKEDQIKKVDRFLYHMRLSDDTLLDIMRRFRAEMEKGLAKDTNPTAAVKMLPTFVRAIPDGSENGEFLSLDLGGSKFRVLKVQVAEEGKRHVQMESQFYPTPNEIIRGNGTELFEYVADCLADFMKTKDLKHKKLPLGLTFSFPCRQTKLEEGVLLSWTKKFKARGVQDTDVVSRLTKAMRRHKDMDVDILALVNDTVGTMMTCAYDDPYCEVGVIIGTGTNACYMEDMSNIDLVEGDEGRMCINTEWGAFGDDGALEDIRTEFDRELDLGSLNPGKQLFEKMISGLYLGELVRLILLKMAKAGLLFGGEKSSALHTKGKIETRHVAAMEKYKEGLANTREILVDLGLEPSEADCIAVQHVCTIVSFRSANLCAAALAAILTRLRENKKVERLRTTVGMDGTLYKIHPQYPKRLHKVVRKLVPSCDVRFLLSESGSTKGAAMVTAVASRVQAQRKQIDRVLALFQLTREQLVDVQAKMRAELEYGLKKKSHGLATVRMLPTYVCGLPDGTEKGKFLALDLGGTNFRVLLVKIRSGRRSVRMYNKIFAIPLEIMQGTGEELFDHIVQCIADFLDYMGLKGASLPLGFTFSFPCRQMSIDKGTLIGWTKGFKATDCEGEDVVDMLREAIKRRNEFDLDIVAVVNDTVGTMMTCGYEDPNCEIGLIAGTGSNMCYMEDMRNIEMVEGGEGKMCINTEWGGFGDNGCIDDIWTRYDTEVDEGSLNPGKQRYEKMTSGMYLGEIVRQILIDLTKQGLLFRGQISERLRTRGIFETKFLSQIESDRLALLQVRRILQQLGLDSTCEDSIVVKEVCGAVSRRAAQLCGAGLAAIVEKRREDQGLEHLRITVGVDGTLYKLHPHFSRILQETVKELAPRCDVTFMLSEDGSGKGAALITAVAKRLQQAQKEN
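Test system: recombinant HKDC1 (HK5) hexokinase enzyme, produced in-house; Amount: enzyme 5 µg/mL final; Buffer or medium: Tris pH 8.0 buffer with MgCl2, Tween-20, BSA, BME; Reagent: glucose and ATP substrates; Doses: 20 µM test compound, 1% DMSO; Incubation: 90 min reaction incubation at room temperature, dark; Detection: resorufin fluorescence at 613 nm.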
SENP8 block-2: blocks the human protease SENP8. inhibition, % at 10 µM. Q96LD8. actives 1.2% (n = 330,000). purified SENP8, Z-RLRGG-aminoluciferin cleavage, luminescence. AID 2540; in the data active = inhibition above about 50%
* marks the source's active call; other numbers are inactive results; x = not tested or not shown.

smiles | SENP1 inh | SENP8 block-1 | SENP6 inh | Apaf1 inhib | PfGluPho inh | SENP7 inh | HKDC1 inh | SENP8 block-2
O=C(O)COc1ccc(=O)n(-c2ccccc2)n1 | 3 | 25 | 0 | 7 | -10 | 10 | 1 | -2
CN1/C(=C\C=Nc2ccc3ccccc3c2)C(C)(C)c2ccccc21 | -22 | -185 | -9 | 25 | x | -8 | x | -6
CCN(C(=O)CSc1nnc(-c2ccc(OC)cc2)n1N)c1c(N)n(Cc2ccccc2)c(=O)[nH]c1=O | -10 | -14 | x | x | -1 | x | -7 | x
CN1CCN(S(=O)(=O)c2ccc(Br)s2)CC1 | 2 | 21 | -5 | -6 | -16 | 9 | -7 | 3
COC(=O)Cn1ncc2c3ccccc3n(Cc3ccccc3)c2c1=O | -2 | -48 | 5 | 28 | 7 | -3 | 7 | -1
COc1ccc(C=Nc2cccc3c(=O)[nH][nH]c(=O)c23)c2ccccc12 | -40 | -217 | 4 | -6 | 6 | 3 | 15 | 3
O=C(O)CSc1nnc(COc2cccc3cccnc23)n1-c1ccc(Cl)cc1 | 0 | -34 | -18 | 2 | 11 | -2 | -7 | -4
Cc1c(C=NNC(=O)c2ccc(Br)cc2)c2ccccn2c1C(=O)c1ccncc1 | 50* | 24 | 2 | 10 | -1 | -35 | -5 | -2
O=C(NC1CCCCC1)C1c2ccccc2C(=O)N1Cc1ccco1 (stereo not drawn) | -4 | 0 | -20 | -15 | -5 | 5 | 16 | 3
Cc1cc(C)c(S(=O)(=O)NCc2ccccn2)cc1C | -1 | 16 | 5 | 4 | 4 | 2 | 1 | -6
CCOC(=O)N1CCN(C(=O)/C=C/c2c(C)nn(-c3ccc(F)cc3)c2Cl)CC1 | 3 | 11 | x | x | 22 | x | -8 | x
O=[N+]([O-])c1ccc(N2CCN(c3ccccc3O)CC2)cc1 | 1 | 17 | -12 | 3 | 5 | -16 | -2 | -10
CCOC(=O)c1ccc(NC(=S)N(CCN2CCCCCC2)Cc2ccco2)cc1 | -2 | 16 | -33 | 8 | 16 | -4 | -2 | -9
Nc1c2c(nc3c1CCCC3)CCCC2 (tested in a mixture with another compound) | -5 | -18 | 8 | -12 | 0 | -1 | -3 | 18
CCOC(=O)C(C(C)=O)c1c(Br)c(O)c(O)c2c(C(=O)c3ccc(C)cc3)coc12 (stereo not drawn) | 0 | 14 | 6 | 7 | 25 | -6 | 10 | -4
Cc1ccccc1C1c2[nH]c3ccccc3c2C[C@H]2C(=O)N(C3CC3)CC(=O)N12 (stereo partly drawn) | -17 | 4 | -29 | 17 | 4 | -4 | -6 | -15
CN(C)C(CNC(=O)C1CCN(S(=O)(=O)c2cc(Cl)ccc2Cl)CC1)Cc1ccccc1 (stereo not drawn) | 0 | 2 | x | x | 1 | x | -4 | x
Cc1ccc(N2C(=O)CC(N3CCN/C3=C3\CC/C(=C\c4ccccc4)C3=O)C2=O)cc1 (stereo not drawn) | 0 | 20 | -26 | 10 | -15 | 6 | -6 | -2
Cc1ccc(C(=O)O)cc1S(=O)(=O)N1CCOCC1 | 3 | 10 | 2 | -7 | -9 | 5 | -12 | -5
O=C(O/N=C/c1ccc(Cl)cc1)C1CCCCC1 | 1 | 5 | 7 | 7 | 2 | 10 | -3 | 5
Cc1cc(C)cc(OCC(=O)NNC(=O)c2cc(C)[nH]n2)c1 | 2 | -13 | 12 | 7 | -3 | 10 | -5 | -1
Cc1ccc(NC(=O)C/C(N)=N/O)cc1C | -1 | 14 | -2 | -22 | -3 | 9 | 0 | -2
O=C(CCSCc1cccc(Cl)c1)NCCC1=CCCCC1 | -1 | 15 | 19 | 15 | 9 | 6 | -6 | 2
Cc1cccc(NS(=O)(=O)c2cccc(C(=O)NNC(=O)c3ccccc3O)c2)c1 | 2 | -12 | 64* | 17 | -57 | -9 | -7 | 50*
COC(=O)N/N=C\c1ccc(OC/C=C/c2ccccc2)c(OC)c1 | 2 | -7 | -5 | 20 | 22 | 3 | 1 | -3
Cc1ccc(CNC(=O)C2CCC(CNc3nc(=S)[nH]c4ccccc34)CC2)cc1 (stereo not drawn) | 2 | 7 | 1 | 7 | -1 | 13 | -2 | 3
O=C1CCCC2=C1C(c1cccc(Br)c1)n1nc(-c3ccco3)nc1N2 (stereo not drawn) | -11 | -224 | -2 | 11 | 18 | 0 | 1 | 7
Cc1cc(C)c(C)c(S(=O)(=O)N2CCN(C(=O)c3ccccn3)CC2)c1C | 1 | 3 | -6 | 16 | -11 | -3 | -1 | -14
COc1ccc(C(C)NC(=O)c2cccc([N+](=O)[O-])c2)cc1OC (stereo not drawn) | 2 | -2 | 5 | -3 | -9 | 4 | -8 | -5
CCCCn1c(N)c(N(CC(C)C)C(=O)c2cc(-c3ccc(OC)cc3)nc3ccccc23)c(=O)[nH]c1=O | -5 | -280 | x | x | -5 | x | -11 | x

Structures listed so far that bear a hit mark in SENP1 inh.
mol	SENP1 inh	SENP6 inh	PfGluPho inh	SENP7 inh	HKDC1 inh
Cc1c(C=NNC(=O)c2ccc(Br)cc2)c2ccccn2c1C(=O)c1ccncc1	50*	2	-1	-35	-5

More results.
smiles | SENP1 inh | SENP8 block-1 | SENP6 inh | Apaf1 inhib | PfGluPho inh | SENP7 inh | HKDC1 inh | SENP8 block-2
O=C(CSc1nc2ccccc2[nH]1)N1CCN(S(=O)(=O)c2ccc(Cl)cc2)CC1 | 0 | 8 | -6 | 13 | 4 | 1 | 2 | 6
CC(Nc1ccc(N2CCOCC2)cc1)C(=O)N1c2ccccc2CC1C (stereo not drawn) | -4 | 20 | -22 | 17 | 69* | 4 | 10 | 4
COC(C(=O)Nc1ccnn1C1CCN(Cc2nccs2)CC1)c1ccccc1 (stereo not drawn) | 1 | 6 | -3 | -5 | -7 | -6 | 4 | 6
CCOc1ccc(N(C(=O)c2cnccn2)C(C(=O)NC2CCCCC2)c2ccc(O)cc2)cc1 (stereo not drawn) | -10 | 4 | 0 | 9 | -16 | -3 | -1 | -7
Cc1ccc(S(=O)(=O)c2nc(C)c3c(n2)CCC3)cc1 | 0 | 21 | -1 | 18 | -2 | 4 | -9 | -6
O=C1CSC(=Nc2cccc(Cl)c2Cl)N1Cc1cccnc1 | 3 | 26 | -12 | -4 | 49 | -1 | 6 | -4
Nc1cc(Nc2ccccc2)c2nonc2c1[N+](=O)[O-] | -10 | 25 | 1 | 10 | 0 | 5 | 8 | 5
CCCCN1C(=O)NC(c2cccc([N+](=O)[O-])c2)C(C(=O)OCC)=C1C (stereo not drawn) | 1 | 6 | 16 | 14 | -7 | 2 | 5 | 9
Cn1nc(-c2ccc(Cl)cc2)c2cc(C(=O)N3CCN(c4ccccn4)CC3)sc21 | 5 | -14 | -4 | 18 | 21 | 8 | 0 | -2
O=C(c1cnccn1)N1CCc2ccccc2C1 | -1 | 9 | 11 | 3 | -2 | -8 | -4 | -11
Cc1cc(NC(=O)CSc2nnc(-c3c[nH]c4ccccc34)n2-c2ccc(Cl)cc2)no1 | 1 | 10 | -11 | 5 | 2 | -2 | -6 | -7
Cc1ccc(C(=O)Oc2ccc(C(=O)COC(=O)C3CC(=O)N(Cc4ccco4)C3)cc2)cc1 (stereo not drawn) | 2 | 14 | -18 | 25 | 38 | -10 | 1 | -15
[N-]=[N+]=NC[C@H](Cc1ccccc1)N1CCN(Cc2ccccc2)CCC1=O | -1 | 12 | 4 | 9 | -10 | 2 | 4 | -2
COc1ccc(S(=O)(=O)Nc2ccccc2C(=O)NCc2cccnc2)cc1OC | 1 | -125 | 6 | -3 | -9 | -6 | -4 | 5
O=c1[nH]c(=S)n(-c2cccc(Cl)c2)c(O)c1/C=N/N1CCOCC1 | -5 | 18 | 6 | -37 | -10 | 3 | 0 | 4
Cc1ccc(CN2CCN(/N=C/c3cc(Br)ccc3F)CC2)cc1 | 1 | 4 | 15 | 15 | 26 | 3 | 7 | -4
CC(=O)c1c(C)nc2ccccn12 | 3 | 9 | -22 | -16 | -24 | -5 | -3 | -9
CNCc1cc(Br)c(OCC(=O)Nc2ccccc2OC)c(OC)c1 | 2 | 8 | -24 | 1 | 2 | 0 | 0 | -3
O=C(COC(=O)Cc1ccccc1)NCc1ccc2c(c1)OCO2 | 2 | 21 | 2 | -3 | -12 | -8 | -1 | -5
Cc1ccccc1C(=O)Nc1nnc(-c2cccnc2)o1 | 0 | 18 | 7 | -26 | 9 | 5 | -4 | 1
COc1cc2c(C(=O)N3CCN(C)CC3)c(CSc3ccccc3)n(C)c2cc1Br | 0 | 7 | 7 | 16 | -2 | -7 | -3 | 1
CCN1CCN(CC(=O)Nc2cccc(C)c2)C(=O)C1=O | 0 | -1 | -23 | 2 | -8 | 13 | -3 | -1
COc1cc(C(=O)OCC(=O)N2CCNC2=O)cc(Cl)c1OC | 1 | -2 | -8 | 4 | 16 | 0 | -3 | -1
O=C(CNC(=O)C1CCCCC1)OCC(=O)c1cccc(Cl)c1 | 2 | 14 | 6 | -2 | -11 | 0 | -5 | 0
CCn1c(SCC(=O)Nc2nc3ccccc3s2)nc2c(c1=O)SC(C)C2 (stereo not drawn) | x | x | -17 | 11 | 0 | 1 | 1 | -3

Quoted at random: two records from the list, in no set order.
smiles | SENP1 inh | SENP8 block-1 | SENP6 inh | Apaf1 inhib | PfGluPho inh | SENP7 inh | HKDC1 inh | SENP8 block-2
COc1cc(C(=O)OCC(=O)N2CCNC2=O)cc(Cl)c1OC | 1 | -2 | -8 | 4 | 16 | 0 | -3 | -1
CC(=O)c1c(C)nc2ccccn12 | 3 | 9 | -22 | -16 | -24 | -5 | -3 | -9

4 successive records out of the list so far, quoted:
smiles | SENP1 inh | SENP8 block-1 | SENP6 inh | Apaf1 inhib | PfGluPho inh | SENP7 inh | HKDC1 inh | SENP8 block-2
O=C(CSc1nc2ccccc2[nH]1)N1CCN(S(=O)(=O)c2ccc(Cl)cc2)CC1 | 0 | 8 | -6 | 13 | 4 | 1 | 2 | 6
CC(Nc1ccc(N2CCOCC2)cc1)C(=O)N1c2ccccc2CC1C (stereo not drawn) | -4 | 20 | -22 | 17 | 69* | 4 | 10 | 4
COC(C(=O)Nc1ccnn1C1CCN(Cc2nccs2)CC1)c1ccccc1 (stereo not drawn) | 1 | 6 | -3 | -5 | -7 | -6 | 4 | 6
CCOc1ccc(N(C(=O)c2cnccn2)C(C(=O)NC2CCCCC2)c2ccc(O)cc2)cc1 (stereo not drawn) | -10 | 4 | 0 | 9 | -16 | -3 | -1 | -7
